# Compound activity deposited in PubChem by National Center for Advancing Translational Sciences (NCATS).
# HBB splice mod = hemoglobin beta splicing modulation. AID 925. HBB splicing reporter cell assay, activation; EGFP reporter with mutant IVS2-654 intron; response scale: normalised to 500 nM splice-correcting PNA. actives 0.06% (n = 65,000). Potency, µM (titrated, usually from 46.1 µM), for the others: top-dose activation, usual class: activators; further: potency means the concentration at half of the fitted maximal effect; 0% is about no effect
#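 HeLa cells stably expressing EGFP interrupted by mutant beta-globin intron 2 (IVS2-654), 500/well in 2% FCS. Treated with compound for 2 days at 37C. Splicing correction scored as total well GFP intensity (488 nm excitation, 500-520 nm emission); 500 nM antisense PNA served as control.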
# TexasRed autofl = compound fluoresces in the Texas Red spectral region; Compound fluorescence, Texas Red channel, 547/618 nm; stronger effect = higher value; max dye-equivalent concentration, M; actives 0.06% (n = 59,000); AID 587; in the data active means max dye-equivalent concentration above about 10 nM; inconclusive means between about 1.1 nM and that limit
#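 Fluorescence at ex 547/em 618 nm, normalized against an on-plate Texas Red standard series to give dye-equivalent concentration per compound concentration. Buffer 100 mM Tris, pH 8.0; 15 min RT incubation before CCD imaging.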
# Ub-GFP proteasome = proteasome inhibitors stabilizing ubiquitin-GFP reporter. Ubiquitin-GFP reporter cells, proteasome inhibition, GFP fluorescence; response scale: untreated = 0%, 10 µM MG-132 = 100%. Potency, µM (series often up to 45.9 µM), inactives show top-dose activation (GFP accumulation), hits mostly activators. 67,000 tested, under 10 active. AID 526; active means well fitted activation curve with a large enough effect, not every such curve was filed as active; inconclusive means small, poorly fitted or top-dose-only effect, or another doubt; inactive means no such curve, though single readings can be large or run the other way; further: potency means the concentration at half of the fitted maximal effect
#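 U2OS cells stably expressing ubiquitin(G76V)-GFP, seeded overnight in 0.5% FBS medium, were exposed to compounds (qHTS, 46 uM to 2.9 nM) for 4 hr at 37 °C. GFP-positive cells were counted by laser cytometry (488 ex/515 em), normalized between basal and 10 uM MG-132.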
# Luciferase inh = inhibitors of firefly luciferase; purified firefly luciferase, luminescence, 8 min; Potency, µM (series often up to 57.1 µM), for inactives: top-dose activity change, negative = inhibition, hits mostly inhibitors; actives 2.2% (n = 72,000); further: potency means the concentration at half of the fitted maximal effect; on the % scale 0 is the no-effect control and ±100 the full control effect; nearly all actives have a fitted effect of over 40% in size
#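 Substrate buffer containing 10 uM ATP (pH 7.2 imidazole, Mg2+, KCl, detergent, BSA) is dispensed, compound pinned in, then luciferase/luciferin detector mix added. After 8 min at ambient temperature, light output is measured.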
# 4-MU autofl = compound fluoresces in the 4-MU spectral region | max dye-equivalent concentration, M | compound autofluorescence, 340/450 nm, 4-MU equivalents; stronger effect = higher value | AID 589 | actives 11% (n = 59,000); in the data active means max dye-equivalent concentration above about 10 nM; inconclusive means mostly about 1.1 nM to 9.6 nM
#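 Compounds in 100 mM Tris, pH 8.0, incubated 15 min at room temperature, then fluorescence read at 340 nm excitation/450 nm emission. Signal converted to 4-MU dye-equivalent concentration using an on-plate six-point 4-MU standard curve.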
# Hsp90 Hop PPI = changes Hsp90-Hop TPR2A binding signal, up or down. AlphaScreen TPR2A-His6 binding biotin-Hsp90 C-terminal peptide. actives 0.44% (n = 71,000). AID 595. Potency, µM (doses to about 57 µM), without a hit: at the highest dose activity change, negative = inhibition; active means well fitted curve in either direction with a large enough effect; inconclusive means small, poorly fitted or top-dose-only effect, or another doubt; further: potency means the concentration at half of the fitted maximal effect; on the % scale 0 is the no-effect control and ±100 the full control effect; many of its hits are not listed in these tables
# Epigenetic mod = epigenetic modulators derepressing GFP locus in mouse cells | actives 0.09% (n = 68,000) | Potency, µM (titrated, usually from 46.1 µM), without a hit: at the top dose GFP derepression (activation) | AID 597 | mouse C127i GFP locus derepression, cytometry, 30 h; further: % of control where 0% means no effect
#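 Read-out is the number of GFP-positive cells, scored as fluorescent objects 20 to 120 um wide, reflecting derepression of a silenced CMV-GFP reporter in murine C127i cells after 30 h compound exposure at 37 C.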
# ERK AVP inh = inhibitors of vasopressin-stimulated ERK signaling pathway; HEK293-V1b, vasopressin-stimulated pERK AlphaScreen; Potency, µM (top dose mostly 57.5 µM), for inactives: at the highest dose activity, negative = inhibition, actives largely listed as inhibitors; actives 0.99% (n = 72,000); AID 995; further: potency means the concentration at half of the fitted maximal effect; on the % scale 0 is the no-effect control and ±100 the full control effect; nearly all actives have a fitted effect of over 55% in size
#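 qHTS, compounds titrated on V1b-expressing HEK293 cells. Preincubation 30 min at 37C, vasopressin 25 nM for 5 min, lysis 10 min, bead incubation 5 hr at room temperature.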
# CRE Fsk mod = modulators of forskolin-stimulated CRE signaling in CHO cells | AID 662 | actives 2.5% (n = 71,000) | CHO CRE-bla reporter (cAMP response element driving beta-lactamase), forskolin EC10, beta-lactamase ratio | Potency, µM (titrated, usually from 38.2 µM), for inactives: at the highest dose activity change, negative = inhibition, hits mostly activators; active means well fitted activation curve with a large enough effect in the signal ratio, with a control signal flat, not every such curve was filed as active; inconclusive means small, poorly fitted or top-dose-only effect, or effect the other way, or a change in a side signal; the % refers to the signal ratio; further: potency means the concentration at half of the fitted maximal effect; % of control where 0% means no effect
#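 AC50 values, positive or negative, reflect shifts in EC10 NKH 477-induced CRE-bla reporter activity in CHO cells. Incubation lasted 3 h at 37 °C before CCF4 substrate (2 h, room temperature) and ratiometric 460/530 nm reading.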
# Fluorescein fluor = compound autofluorescence in fluorescein spectral region. Compound autofluorescence, 480/540 nm, fluorescein-equivalent; stronger effect = higher value. max fluorescein-equivalent concentration, M. actives 0.91% (n = 59,000); in the data active means max fluorescein-equivalent concentration above about 10 nM; inconclusive means between about 1.1 nM and that limit
#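 Tris 100 mM pH 8.0; 15 min RT; CCD read, ex 480/em 540 nm. Output: fluorescein-equivalent concentration per compound concentration, from six-point dye series on each plate.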
# A350 autofl = compounds fluorescent in Alexa 350 spectral region | Compound autofluorescence, 340/450 nm, Alexa 350 dye-equivalents; stronger effect = higher value | max dye-equivalent concentration, M | actives 11% (n = 59,000); in the data active means max dye-equivalent concentration above about 10 nM; inconclusive means mostly about 1.1 nM to 9.6 nM
# * marks the source's active call; other numbers are inactive results; i = inactive; ? = inconclusive; / = no result given; & = joins results of further samples; ! = a repeat was not active; [ ] = another dose, or the depositor's remark. Unless noted, the call rests on the fitted dose curve; in most records, active means well fitted curve in the direction sought with a large enough effect; inconclusive means small, poorly fitted or top-dose-only effect, or another doubt; inactive means no such curve, though single readings can be large; an effect the other way counts as inactive or inconclusive.
SMILES,HBB splice mod,TexasRed autofl,Ub-GFP proteasome,Luciferase inh,4-MU autofl,Hsp90 Hop PPI,Epigenetic mod,ERK AVP inh,CRE Fsk mod,Fluorescein fluor,A350 autofl
CC(=O)c1cccc(NC(=O)c2cc(-c3ccc(F)cc3)on2)c1,-5.7%,i,3%,-6%,i,-9%,2%,-9%,?,?,i
O=C1c2ccccc2C(=O)c2c1ccc(N1C(=O)c3ccccc3C1=O)c2-c1c(N2C(=O)c3ccccc3C2=O)ccc2c1C(=O)c1ccccc1C2=O,-1.0%[9.22 µM],i,-1%[9.17 µM],1%[11.4 µM],i,-1%[11 µM],2%[9.22 µM],/,2%[7.6 µM],i,i
CCN1CCN(C(c2cccs2)C(C)NS(=O)(=O)c2ccc(F)cc2)CC1 (stereo unspecified),-0.2%,/,8%,1%,/,1%,/,/,-11%,/,/
COc1ccccc1C(c1nnnn1C(C)(C)C)N1CCN(Cc2ccncc2)CC1 (stereo unspecified),-0.2%[57.5 µM],i,-3%,0%,i,-2%,-2%,5%,-1%,?,i
Brc1cccc(/C=N\n2cnnc2)c1,0.2%[57.5 µM],i,3%,2%,i,-7%,4%,1%,-2%,i,?
O=C(Nc1ccc(Cc2ccc(NC(=O)C3CC3)c(O)c2)cc1O)C1CC1,-1.1%,i,2%,-2%,i,0%,-3%,-9%,-18%,i,i
O=C(O)CC(C(=O)N(c1ccccc1)c1ccccc1)N1CCOCC1 (stereo unspecified),/,i,/,1%[25.5 µM],i,/,7%[20.6 µM],/,/,i,i
Clc1ss/c(=N\c2ccccn2)c1Cl,-1.9%,i,-17%,0%,i,1%,1%,12%,?,i,i
O=C(Nc1ccccc1)N(C1=NCCC1)c1ccc(OC(F)F)cc1,-3.8%[57.5 µM],i,-3%,0%,i,7%,3%,7%,5%,i,i
O=S(=O)(Nc1nc2ccccc2nc1NCc1ccco1)c1cccs1,1.1%[0.369 µM],i,/,0%,3.4e-08M*,-5%,0%,-14%,27%,?,4.5e-08M*
O=C(CCC(=O)Nc1ccc(Oc2ccccc2)cc1)NCCO,1.0%[57.5 µM],?,2%,-4%,i,-2%,-4%,7%,0%,i,i
Cc1ccc(S(=O)(=O)Cc2ccc(C(=O)N3CCN(c4cc(C)ccc4C)CC3)o2)cc1,1.1%[1.84 µM],i,10%,0%,i,-2%,0%,3%,-7%,i,i
CCOC(=O)C1CCN(c2cc(C)nc3cc(-c4cccc(F)c4)nn23)CC1,/,?,0%,0%,1.4e-07M*,5%,3%,-16%,?,?,1e-07M*
CC(C)(C)c1csc(NC2=NS(=O)(=O)c3ccccc32)n1,-0.4%,i,1%,7.9µM*,i,-4%,0%,-6%,13%,i,i
N[C@H](Cc1ccc(Cl)cc1)C(=O)O,0.1%,i,-3%&2%,1%&2%,i,-4%&-7%,-1%&-1%,-16%,-12%&-2%,?,i
CCN(CC)CCC[C@H](C)Nc1c2ccc(Cl)cc2nc2ccc(OC)cc12,13µM*,i,3%[20.5 µM],6.3µM*!,2.7e-07M*,2%[26 µM],13µM*!,33%[activator][25.7 µM],?,9e-08M*,2.5e-07M*
Cc1cc(-c2ccccc2)nc2cc(C(=O)NCCCn3ccnc3)nn12,/,i,-3%,1%,6.3e-08M*,-14%,-2%,-8%,24%,i,5.6e-08M*
N#CCc1nc2c3c4c(sc3ncn2n1)CCCC4,/,i,/,2%[25.5 µM],i,/,0%[20.6 µM],/,/,i,i
COc1cc(C2C3=C(CC(c4ccco4)CC3=O)Nc3ccccc3N2C(C)=O)cc(OC)c1OC (stereo unspecified),-1.0%[9.22 µM],/,-15%,-2%,/,-8%,0%,-3%,-12%,/,/
COc1cc2nc(NC(=O)c3ccccc3)[nH]c(=O)c2cc1OC,3.1%,i,-4%,-7%,i,-4%,3%,-15%,?,i,i
CCOC(=O)C1=C(c2ccccc2)N2CCN=C2S1,-0.1%[57.5 µM],i,-6%,0%,i,-3%,-2%,-7%,0%,i,i
c1ccc(CCCc2nc(-c3ccccn3)no2)cc1,-0.5%,i,4%,-6%,i,1%,-2%,-3%,3%,?,i
Cc1nn(Cc2ccc(Cl)c(Cl)c2)c(C)c1NC(=O)c1noc2c1CCCCC2,-2.5%,i,4%,0%,i,0%,-1%,34%,4%,i,i
CCOC(=O)Cn1c(=O)c2c(nc(Br)n2Cc2ccc(Cl)cc2)n(C)c1=O,/,i,-2%,0%,i,-1%,-2%,4%,6%,i,i
Cc1cc(NC(=O)CN2CCc3ccccc3C2)nc2c1c(=O)oc1ccccc12,-0.6%,/,2%,-10%,/,0%,/,/,15%,/,/
Cc1cccc(Nc2nc(N)nc(CN3CCN(c4ccc(F)cc4)CC3)n2)c1,-2.2%[57.5 µM],i,4%,4%,i,?,-2%,-16%,-10%,i,i
Cc1ccc(-c2cc(C(=O)Nc3cnn(C45CC6CC(CC(C6)C4)C5)c3)no2)cc1,0.1%,?,0%,1%,i,-2%,0%,6%,0%,?,i
O=C(O)CCCNS(=O)(=O)c1ccc2ccccc2c1,0.3%[57.5 µM],i,-4%,-5%,i,3%,0%,17%,-16%,i,i
Cc1nn2c3c(cnc2c1-c1ccc(Cl)cc1)C(=O)CC(c1ccco1)C3 (stereo unspecified),1.6%,i,-3%,1%,2.1e-08M*,-2%,5%,0%,-18%,i,1.9e-08M*
O=C(Cc1ccc(S(=O)(=O)N2CCOCC2)s1)NCC1CCCCC1,-5.0%,?,-1%,2%,i,-2%,0%,4%,-5%,?,i
CC(C)C[C@@H]1NC(=O)N(CCN2CCOCC2)C1=O,3.4%[0.369 µM],i,-6%,0%,i,-2%,2%,-7%,-3%,i,?
N#CCCn1c(=O)c(-c2ccccc2)nc2cnc(Oc3cccc(Cl)c3)nc21,0.6%,i,-3%,1%[11.4 µM],?,-8%,0%[9.22 µM],-18%,?,i,?
Cn1c(=O)[nH]c(=O)c2c1nc(CN1CCN(c3ccccc3F)CC1)n2CCCc1ccccc1,1.7%,i,5%,-1%,i,1%,-4%,15%,?,?,i
Cc1cccc([C@@H]2CN(C)CCc3c2cc(O)c(O)c3Cl)c1,-0.4%,i,0%&7%,-1%&-1%,i,-6%&-28%,-1%&0%,-8%&-11%,?,?,i
Oc1ccc(-c2csc(Nc3cccnc3)n2)cc1,-1.1%,?,1%,-9%,i,1%,-3%,18%,0%,i,?
CCC1CCCCN1CCNC(=O)c1[nH]c(C)c(C(C)=O)c1C (stereo unspecified),-2.2%,i,0%,0%,i,-3%,1%,17%,-25%,i,i
O=C(O)Cn1c(O)c(C=Nc2ccccc2)sc1=S,0.1%,i,1%,-4%,?,-1%,-2%,-5%,6%,i,?
Cc1ccc2c(c1C)NC(C(=O)O)C1CC=CC21 (stereo unspecified),-1.0%,i,3%,1%,?,-14%,-2%,-28%,?,?,?
O=C(CN1C(=O)C2C3C=CC(C3)C2C1=O)N1CCc2ccccc2C1 (stereo unspecified),3.0%,i,-7%,-1%,i,-4%,2%,3%,?,i,i
CCS(=O)(=O)N1CCC[C@H]2CN3CCc4cc(OC)ccc4[C@@H]3C[C@@H]21,/,/,-2%,1%,/,-1%,1%,1%,-8%,/,/
CS(=O)(=O)N(CC(=O)NCc1ccc2c(c1)OCO2)Cc1ccc(Cl)cc1,-2.1%,i,-4%,1%,i,-7%,0%,?,-5%,i,i
CCSc1nnc(C)n1-c1ccc(C(=O)O)cc1,-0.3%[0.369 µM],i,/,-1%,i,0%,-2%,-13%,-6%,i,?
COc1ccc2sc(NC(=O)CC(C)C)nc2c1,-4.8%,?,7%,25µM*,i,3%,-2%,?,6%,?,i
O=C(CCC1CCCCC1=O)c1ccccc1 (stereo unspecified),-0.8%,i,9%,-1%,i,0%,0%,25%,5%,i,i
COC(=O)CCN(c1ccccc1)S(=O)(=O)c1ccc(OC)cc1,2.1%[0.369 µM],i,/,1%,?,4%,2%,-4%,-8%,i,1.1e-08M*
COC(=O)Nc1ccc(S(=O)(=O)N2CCCc3ccccc32)cc1,2.2%,i,8%,-2%,?,5%,1%,1%,?,i,?
O=C(Nc1ccccc1)OCC1CCCN2CCCCC12 (stereo unspecified),0.2%,/,-3%,-3%,/,-2%,-2%,-9%,-2%,/,/
CCOC(=O)C1(c2csc(N)n2)COC(=O)C1 (stereo unspecified),-0.7%,/,-9%,0%,/,-2%,0%,?,0%,/,/

# The list is partial; rates above refer to the full screens.
